Bioassay records: PubChem BioAssay, several laboratories
TMEM16A inh = blocks the mouse calcium-activated chloride channel TMEM16A; Q8BHY3; HEK293 TMEM16A/YFP iodide influx fluorescence, ionomycin; 310,000 compounds, 1.2% hits; normalized B-score (activity score, 25-100; higher = stronger inhibition) at 10 µM;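 active means ratio plate-corrected score three or more library SD toward inhibition, starting fluorescence score within five deviations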;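 further: score derived from kinetic fluorescence span divided by baseline fluorescence per well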
SKKanGAS inh = inhibitors of SKKanGAS S. pyogenes growth in kanamycin (SK-promoter or general growth effect); BacTiter-Glo, 6 h; inhibition, % at 7.5 µM; 300,000 compounds, 1.3% hits; AID 1662;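 active means mean replicate score, as percent of positive control median, at least 50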;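 further: strain carries kanamycin resistance gene driven by streptokinase promoter and grows in 40 µg/ml kanamycin; loss of luminescence reflects streptokinase promoter inhibition or plain growth inhibition; 0% = median of DMSO wells and 100% = positive control at its reference dose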
ANO1 activ = activators or potentiators of mouse TMEM16A chloride channel | HEK293 TMEM16A/YFP-H148Q/I152L, iodide quench fluorescence; stronger effect = lower value | B-score at 10 µM | AID 623877 | 340,000 compounds, 0.3% hits | Q8BHY3;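 active means fluorescence-ratio B-score plate-corrected deviation score at least 3 library SD below zero, with starting fluorescence score within 5 deviations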;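 further: channel opened by trigger with iodide after compound preincubation; score built on the fluorescence ratio of max minus min over baseline; more negative score means more quench and so TMEM16A activation or potentiation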
hERG protect = shields human hERG channel from block by proarrhythmic agents. Q12809. activation (rescue from dofetilide block), less the hit threshold, % at 10 µM. CHO-hERG, FluxOR thallium flux, dofetilide IC70 present. 310,000 compounds, 0.51% hits;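 active means activation above the mean of controls blocked by dofetilide plus 5 SD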;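 further: thallium influx through hERG after potassium depolarization seen as dye fluorescence rise; in these data hits start at about 4.7%; inactives centre near -7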
RGS4 block = inhibitors of human RGS4 | P49798 | HEK293 M3R/RGS4 inducible, Fluo-4 calcium flux; stronger effect = higher value; triggered by carbachol at its EC20 | B-score at 10 µM | 310,000 compounds, 0.45% hits | AID 463165;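 active means B-score, a plate-corrected calcium signal, over three deviations above library mean, with baseline fluorescence within five deviations of library mean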;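 further: RGS4 expression induced by doxycycline in cells with stable M3 receptor; B-score is computed from the integrated fluorescence ratio over baseline after carbachol; higher B-score means a larger calcium signal and so more RGS4 inhibition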
Target sequence (P49798 whole entry, looked up): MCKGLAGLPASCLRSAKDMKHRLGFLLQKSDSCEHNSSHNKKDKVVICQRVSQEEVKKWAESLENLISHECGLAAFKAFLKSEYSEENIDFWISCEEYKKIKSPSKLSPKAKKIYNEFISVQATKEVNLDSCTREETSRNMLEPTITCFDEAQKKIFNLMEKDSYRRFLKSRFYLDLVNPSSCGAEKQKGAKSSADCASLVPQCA
KCNQ1 pot = potentiates or activates the human KCNQ1 potassium channel. P51787. CHO-K1 KCNQ1, thallium flux FluxOR fluorescence; stronger effect = higher value. B-score at 10 µM. 310,000 compounds, 0.35% hits;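 active means fluorescence ratio B-score, a plate-corrected score, at least three library SD, with initial intensity B-score within 5 SD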
Target sequence (P51787 whole entry, looked up): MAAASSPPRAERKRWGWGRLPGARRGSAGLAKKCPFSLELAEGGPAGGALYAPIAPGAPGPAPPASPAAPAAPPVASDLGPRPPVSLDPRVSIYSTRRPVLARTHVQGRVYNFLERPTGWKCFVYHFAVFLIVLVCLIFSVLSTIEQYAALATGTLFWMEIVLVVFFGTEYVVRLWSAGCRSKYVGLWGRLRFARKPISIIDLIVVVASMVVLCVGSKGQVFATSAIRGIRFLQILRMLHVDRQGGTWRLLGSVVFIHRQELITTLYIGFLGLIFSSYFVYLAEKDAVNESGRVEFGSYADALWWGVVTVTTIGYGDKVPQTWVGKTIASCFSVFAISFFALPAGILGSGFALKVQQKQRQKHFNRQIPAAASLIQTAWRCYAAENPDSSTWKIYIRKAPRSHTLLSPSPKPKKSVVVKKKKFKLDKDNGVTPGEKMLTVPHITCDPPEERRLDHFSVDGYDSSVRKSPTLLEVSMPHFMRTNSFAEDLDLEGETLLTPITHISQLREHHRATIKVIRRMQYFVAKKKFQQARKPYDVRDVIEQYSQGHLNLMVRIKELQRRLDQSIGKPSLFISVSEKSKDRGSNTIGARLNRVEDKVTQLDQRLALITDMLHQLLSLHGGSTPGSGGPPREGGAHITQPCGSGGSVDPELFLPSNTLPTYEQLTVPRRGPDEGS
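Test system: CHO-K1 cells stably expressing KCNQ1 / Medium: assay buffer / Also added: depolarizing K+/Tl+ stimulus, K2SO4 and Tl2SO4 each 12.5 mM in 5x stock / Incubation: 90 min dye loading and 20 min compound exposure, both at room temperature / Signal: thallium influx via FluxOR fluorescence, kinetic imaging / Evaluation: B score of baseline-normalized fluorescence ratio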
KCNK3 block = human KCNK3 channel inhibition, primary screen; B-score at 10 µM; 340,000 compounds, 0.84% hits; CHO-KCNK3 thallium flux, FluxOR fluorescence; stronger effect = lower value;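 active means B-score under library mean minus 4 SD, starting fluorescence ratio at most library mean plus 5 SD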;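 further: more negative B-score means stronger inhibition of thallium flux through KCNK3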
HDAC3 inhib = inhibitors of human histone deacetylase 3 | O15379 | recombinant HDAC3, fluorogenic peptide/trypsin coupled, fluorescence | inhibition, % at 8.3 µM | 320,000 compounds, 0.15% hits; in the data active means inhibition above about 26%, passing the limit was not always enough
RGS4 act = potentiators or activators of RGS4; AID 463111; 310,000 compounds, 0.92% hits; B-score at 10 µM; HEK293 M3R/inducible RGS4, carbachol calcium flux Fluo4; stronger effect = lower value;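 active means B-score of the integrated calcium signal more than 4 SD below the library mean, with starting fluorescence not abnormally high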;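 further: negative B-score means reduced calcium response which marks RGS4 activation or potentiation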
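Material: M3R-expressing HEK293 line, RGS4 induced by doxycycline | Schedule: Overnight RGS4 induction, 30 min dye load 37 °C, 20 min compound RT | Measured by: Fluo4 fluorescence kinetic imaging of calcium | Read-out: Integrated calcium ratio converted to B score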
KCNK9 block = blocks the human KCNK9 two-pore domain potassium channel. HEK293 KCNK9, FluxOR thallium flux fluorescence; stronger effect = lower value. B-score at 10 µM. 310,000 compounds, 1.2% hits;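 active means ratio B-score over 3 SD below the library mean, with starting fluorescence within 5 SD of its mean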;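 further: negative B-score means less thallium flux so channel inhibition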
KCNQ1 inh = human KCNQ1 channel inhibition. CHO-K1 KCNQ1, FluxOR thallium flux fluorescence; stronger effect = higher value. B-score at 10 µM. 310,000 compounds, 1.3% hits;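 active means compounds whose thallium flux B-score, printed positive for inhibition, exceeds three library SD while starting fluorescence stays within three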;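 further: channel opened by potassium depolarization with thallium stimulus after 20 min compound exposure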
Numbers without * were called inactive. Compounds as they come; any-hit rate near 6.3%.

For C=CCNC(=O)c1ccccc1NC(=O)c1ccccc1N(C)S(C)(=O)=O the results were TMEM16A inh inactive, SKKanGAS inh -3, ANO1 activ inactive, hERG protect -4, RGS4 block inactive, KCNQ1 pot inactive, KCNK3 block inactive, HDAC3 inhib -9, RGS4 act inactive, KCNK9 block inactive and KCNQ1 inh inactive.
COC(=O)c1sccc1NC(=O)CC1C(=O)NCCN1C(=O)c1ccc(F)cc1 (configuration not stated) was read as TMEM16A inh inactive, SKKanGAS inh 5, ANO1 activ inactive, hERG protect -2, RGS4 block inactive, KCNQ1 pot inactive, KCNK3 block inactive, HDAC3 inhib 0, RGS4 act inactive, KCNK9 block inactive and KCNQ1 inh inactive.
Cc1nn(C)c(C(=O)N/N=C/c2cc3c(cc2Br)OCO3)c1Br was read as TMEM16A inh inactive, SKKanGAS inh -2, ANO1 activ inactive, hERG protect -6, RGS4 block inactive, KCNQ1 pot inactive, KCNK3 block inactive, RGS4 act inactive, KCNK9 block inactive and KCNQ1 inh inactive.
Screening O=C(Nc1cccc(Cl)c1)OCCN1CCN(Cc2ccccc2)CCC1=O returned TMEM16A inh inactive, SKKanGAS inh -2, ANO1 activ inactive, hERG protect -17, RGS4 block inactive, KCNQ1 pot inactive, KCNK3 block inactive, HDAC3 inhib 0, RGS4 act inactive, KCNK9 block inactive and KCNQ1 inh 11*.
Screening CC(Oc1ccccc1Cl)C(=O)N(Cc1ccco1)C1CCS(=O)(=O)C1 (configuration not stated) returned TMEM16A inh inactive, SKKanGAS inh -1, ANO1 activ inactive, hERG protect -7, RGS4 block inactive, KCNQ1 pot inactive, KCNK3 block inactive, HDAC3 inhib -2, RGS4 act inactive, KCNK9 block inactive and KCNQ1 inh inactive.
Screening CCOC(=O)CN1C(=O)/C(=C/c2ccc(Cl)cc2)Oc2ccccc21 returned TMEM16A inh inactive, SKKanGAS inh -2, ANO1 activ inactive, hERG protect -3, RGS4 block inactive, KCNQ1 pot inactive, KCNK3 block inactive, HDAC3 inhib 4, RGS4 act inactive, KCNK9 block inactive and KCNQ1 inh inactive.
Screening COc1ccccc1C(=O)Nc1ccnn1C1CCN(Cc2ncc[nH]2)CC1 returned TMEM16A inh inactive, SKKanGAS inh 9, ANO1 activ inactive, hERG protect -8, RGS4 block inactive, KCNQ1 pot inactive, KCNK3 block inactive, HDAC3 inhib -7, RGS4 act inactive, KCNK9 block inactive and KCNQ1 inh inactive.
For O=C(CNS(=O)(=O)c1cccs1)N1CCN(c2ccccn2)CC1 the results were TMEM16A inh inactive, SKKanGAS inh -7, ANO1 activ inactive, hERG protect -9, RGS4 block inactive, KCNQ1 pot inactive, KCNK3 block inactive, HDAC3 inhib -6, RGS4 act inactive, KCNK9 block inactive and KCNQ1 inh inactive.
Screening Cc1c(Cl)cccc1NC(=S)NCc1ccc(Cl)cc1 returned TMEM16A inh inactive, SKKanGAS inh 34, ANO1 activ inactive, hERG protect -4, RGS4 block inactive, KCNQ1 pot inactive, KCNK3 block inactive, HDAC3 inhib -8, RGS4 act inactive, KCNK9 block inactive and KCNQ1 inh inactive.
For CCOc1ccc(-c2ccc(SCC(=O)Nc3nnc(CC)s3)nn2)cc1 the results were TMEM16A inh inactive, ANO1 activ inactive, hERG protect -5, RGS4 block inactive, KCNQ1 pot inactive, KCNK3 block inactive, HDAC3 inhib -9, RGS4 act inactive, KCNK9 block inactive and KCNQ1 inh inactive.
CCCCC(=O)NN(C)c1nc(-c2ccccc2)nnc1C(F)(F)F was read as TMEM16A inh inactive, SKKanGAS inh 3, ANO1 activ inactive, hERG protect -2, RGS4 block inactive, KCNQ1 pot inactive, KCNK3 block inactive, HDAC3 inhib -5, RGS4 act inactive, KCNK9 block inactive and KCNQ1 inh inactive.
For COC(=O)C1=[N+]([O-])OC(C(=O)OC)C1c1c[nH]c2ccccc12 (configuration not stated) the results were TMEM16A inh inactive, SKKanGAS inh 1, ANO1 activ inactive, hERG protect -4, RGS4 block inactive, KCNQ1 pot inactive, KCNK3 block inactive, HDAC3 inhib -2, RGS4 act inactive, KCNK9 block inactive and KCNQ1 inh inactive.
`O=C(O/N=C1/CCSc2ccccc21)c1ccccc1` gave TMEM16A inh inactive, SKKanGAS inh -5, ANO1 activ inactive, hERG protect -11, RGS4 block inactive, KCNQ1 pot inactive, KCNK3 block inactive, HDAC3 inhib 9, RGS4 act inactive, KCNK9 block inactive and KCNQ1 inh inactive.
Screening Cc1ccc(CN2CCN(Cc3cccn3-c3ccc(Cl)cn3)CC2CCO)o1 (configuration not stated) returned TMEM16A inh inactive, SKKanGAS inh -1, ANO1 activ inactive, hERG protect -10, RGS4 block inactive, KCNQ1 pot inactive, KCNK3 block inactive, HDAC3 inhib -3, RGS4 act inactive, KCNK9 block inactive and KCNQ1 inh inactive.
Screening Cc1c(Cl)cccc1N(CC(=O)NC1CCCCC1)S(C)(=O)=O returned TMEM16A inh inactive, SKKanGAS inh 0, ANO1 activ inactive, hERG protect -13, RGS4 block inactive, KCNQ1 pot inactive, KCNK3 block inactive, HDAC3 inhib 3, RGS4 act inactive, KCNK9 block inactive and KCNQ1 inh inactive.
O=C(NCCO)/C(=C/c1cccc([N+](=O)[O-])c1)NC(=O)c1ccco1 was read as TMEM16A inh inactive, SKKanGAS inh -2, ANO1 activ inactive, hERG protect -12, RGS4 block inactive, KCNQ1 pot inactive, KCNK3 block inactive, HDAC3 inhib 5, RGS4 act inactive, KCNK9 block inactive and KCNQ1 inh inactive.
`CC(=O)n1nc(-c2ccco2)nc1N` gave TMEM16A inh inactive, SKKanGAS inh -3, ANO1 activ inactive, hERG protect -1, RGS4 block inactive, KCNQ1 pot inactive, KCNK3 block inactive, HDAC3 inhib 0, RGS4 act inactive, KCNK9 block inactive and KCNQ1 inh inactive.
COC(=O)c1ccc2nc(C)c(C)nc2c1 was read as TMEM16A inh inactive, SKKanGAS inh -3, ANO1 activ inactive, hERG protect -8, RGS4 block inactive, KCNQ1 pot inactive, KCNK3 block inactive, HDAC3 inhib 6, RGS4 act inactive, KCNK9 block inactive and KCNQ1 inh inactive.
`CC(=O)c1ccc(NC(=O)CCNC(=O)c2ccccc2Cl)cc1` gave TMEM16A inh inactive, SKKanGAS inh -3, ANO1 activ inactive, hERG protect -5, RGS4 block inactive, KCNQ1 pot inactive, KCNK3 block inactive, HDAC3 inhib 3, RGS4 act inactive, KCNK9 block inactive and KCNQ1 inh inactive.
CCn1c2ccccc2c2nnc(SCC(=O)N3CC(C)OC(C)C3)nc21 (configuration not stated) was read as TMEM16A inh inactive, SKKanGAS inh 2, ANO1 activ inactive, hERG protect -2, RGS4 block inactive, KCNQ1 pot inactive, KCNK3 block inactive, HDAC3 inhib -3, RGS4 act inactive, KCNK9 block inactive and KCNQ1 inh inactive.
COc1cc([C@H]2c3[nH]c4ccccc4c3C[C@H]3C(=O)N4[C@@H](c5cc(OC)c(OC)c(OC)c5)c5[nH]c6ccccc6c5C[C@H]4C(=O)N23)cc(OC)c1OC was read as TMEM16A inh inactive, SKKanGAS inh 15, ANO1 activ inactive, hERG protect -12, RGS4 block inactive, KCNQ1 pot inactive, KCNK3 block inactive, HDAC3 inhib -24, RGS4 act inactive, KCNK9 block inactive and KCNQ1 inh inactive.
For O=C(NNC(=O)C12CC3CC(CC(C3)C1)C2)[C@@H]1C[C@H]1c1ccccc1 the results were TMEM16A inh inactive, SKKanGAS inh 8, ANO1 activ inactive, hERG protect -11, RGS4 block inactive, KCNQ1 pot inactive, KCNK3 block inactive, HDAC3 inhib -1, RGS4 act inactive, KCNK9 block inactive and KCNQ1 inh inactive.
O=C(CSc1n[nH]c(=O)n1-c1ccccc1)Nc1ccccc1C(F)(F)F was read as TMEM16A inh inactive, SKKanGAS inh -1, ANO1 activ inactive, hERG protect -9, RGS4 block inactive, KCNQ1 pot inactive, KCNK3 block inactive, HDAC3 inhib 7, RGS4 act inactive, KCNK9 block inactive and KCNQ1 inh inactive.
Screening COc1cccc(CC2(CO)CCN(CC3=CC[C@H]4C[C@@H]3C4(C)C)CC2)c1 returned TMEM16A inh inactive, SKKanGAS inh 8, ANO1 activ inactive, hERG protect -16, RGS4 block inactive, KCNQ1 pot inactive, KCNK3 block inactive, HDAC3 inhib 5, RGS4 act inactive, KCNK9 block inactive and KCNQ1 inh inactive.
O=C(COC(=O)c1ccc2c(c1)OCO2)NCc1ccc(Cl)cc1 was read as TMEM16A inh inactive, SKKanGAS inh -4, ANO1 activ inactive, hERG protect -5, RGS4 block inactive, KCNQ1 pot inactive, KCNK3 block inactive, HDAC3 inhib -2, RGS4 act inactive, KCNK9 block inactive and KCNQ1 inh inactive.
Screening O=C(NCCc1ccc(O)c(O)c1)C1COc2ccccc2O1 (configuration not stated) returned TMEM16A inh inactive, SKKanGAS inh 3, ANO1 activ inactive, hERG protect -8, RGS4 block inactive, KCNQ1 pot inactive, KCNK3 block inactive, HDAC3 inhib 6, RGS4 act inactive, KCNK9 block inactive and KCNQ1 inh inactive.
Screening Cc1cc(NC(=O)CCC(=O)N(Cc2ccco2)C2(C(=O)NC3CCCCC3)CCN(C)CC2)no1 returned TMEM16A inh inactive, SKKanGAS inh 0, ANO1 activ inactive, hERG protect -10, RGS4 block inactive, KCNQ1 pot inactive, KCNK3 block inactive, HDAC3 inhib -3, RGS4 act inactive, KCNK9 block inactive and KCNQ1 inh inactive.
COc1cc(OC)c(OC)cc1CNCCSc1nnnn1C was read as TMEM16A inh inactive, SKKanGAS inh 6, ANO1 activ inactive, hERG protect -22, RGS4 block inactive, KCNQ1 pot inactive, KCNK3 block inactive, HDAC3 inhib -5, RGS4 act inactive, KCNK9 block inactive and KCNQ1 inh inactive.
`COC(=O)[C@H](Cc1ccccc1)NC(=O)[C@@]1(C)C[C@@H]1[C@@H](NC(=O)OCc1ccccc1)c1ccccc1` gave TMEM16A inh inactive, SKKanGAS inh 3, ANO1 activ inactive, hERG protect -12, RGS4 block inactive, KCNQ1 pot inactive, KCNK3 block inactive, HDAC3 inhib -7, RGS4 act inactive, KCNK9 block inactive and KCNQ1 inh inactive.
